# GPR151 ag: activators of human GPR151. PathHunter beta-arrestin GPR151 cells, luminescence. activation, % at 11.2 µM. hit rate 1% among 650,000; in the data active = activation above about 4.9%;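 also: 0% = median of compound wells and 100% = cells with positive control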
# Target sequence (Q8TDV0 whole entry, looked up): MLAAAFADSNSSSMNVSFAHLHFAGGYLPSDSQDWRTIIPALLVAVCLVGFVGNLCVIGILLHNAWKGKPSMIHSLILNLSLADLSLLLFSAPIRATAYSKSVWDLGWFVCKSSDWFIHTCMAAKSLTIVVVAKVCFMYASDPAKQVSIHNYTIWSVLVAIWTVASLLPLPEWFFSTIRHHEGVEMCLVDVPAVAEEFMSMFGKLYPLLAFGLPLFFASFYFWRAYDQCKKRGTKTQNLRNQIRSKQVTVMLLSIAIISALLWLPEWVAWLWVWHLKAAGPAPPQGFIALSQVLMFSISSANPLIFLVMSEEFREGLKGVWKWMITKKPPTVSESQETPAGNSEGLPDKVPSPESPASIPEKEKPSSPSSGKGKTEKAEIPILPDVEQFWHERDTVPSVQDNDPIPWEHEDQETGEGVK
# MITF inh: blocks human microphthalmia-associated transcription factor; O75030; AlphaScreen MITF homodimerization, bead proximity signal; inhibition, % at 2.6 µM; hit rate 0.91% among 650,000; AID 1259374; in the data active = inhibition above about 50%;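 also: 0% = vehicle wells with protein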
# Target sequence (O75030 whole entry, looked up): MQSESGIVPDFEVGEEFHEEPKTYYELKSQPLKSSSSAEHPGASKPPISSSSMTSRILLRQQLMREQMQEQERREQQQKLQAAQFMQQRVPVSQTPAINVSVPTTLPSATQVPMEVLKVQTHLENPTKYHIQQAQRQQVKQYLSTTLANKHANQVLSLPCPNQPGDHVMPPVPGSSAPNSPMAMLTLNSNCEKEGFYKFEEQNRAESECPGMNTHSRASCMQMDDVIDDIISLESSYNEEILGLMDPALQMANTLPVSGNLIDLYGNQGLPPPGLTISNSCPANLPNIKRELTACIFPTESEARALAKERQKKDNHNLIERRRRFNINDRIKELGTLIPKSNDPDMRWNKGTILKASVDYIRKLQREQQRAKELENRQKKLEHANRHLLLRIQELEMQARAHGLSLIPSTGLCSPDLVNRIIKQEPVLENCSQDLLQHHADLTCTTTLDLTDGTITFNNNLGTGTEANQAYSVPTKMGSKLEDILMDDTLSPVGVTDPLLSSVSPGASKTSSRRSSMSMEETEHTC
# TEAD-YAP block: TEAD-YAP interaction inhibition; HEK-TIYL cells, TEAD-Gal4/YAP UAS-luciferase luminescence; hit rate 1.4% among 640,000; inhibition, % at 9.12 µM; in the data active = inhibition above about 32%;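 also: 0% = median of test compound wells and 100% = reference inhibitor wells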
# FBW7 act: activators of human E3 ligase FBW7; hit rate 0.13% among 650,000; normalized activity (activation), % at 26.1 µM; Q969H0; AlphaScreen FBW7–phospho-cyclin E peptide binding, activator screen; in the data active = normalized activity above about 1.9%;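 also: purified mutant Fbw7 with reduced substrate affinity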
# * hit, by the source's call; nt = no result given.
SMILES,GPR151 ag,MITF inh,TEAD-YAP block,FBW7 act
COC(=O)c1sc(=S)n(-c2ccc(Br)cc2)c1N,1.5,-3.8,-7.8,-0.2
CNC(=O)Cn1c(CO)cnc1SCc1ccc(Cl)cc1,0.2,6.7,-5.2,0.0
CCn1c(C(=O)O)c(CC(=O)NCCN(C)C)c2ccccc21,-0.4,6.6,3.2,0.1
NC(=O)CSc1nc2ncccc2c(=O)n1Cc1ccc(F)cc1,0.4,1.9,-1.4,-0.2
CCCc1cc(C(=O)Nc2ccccc2SC)no1,0.7,-6.9,-11.3,0.1
O=C1C[C@@H](O)[C@@H](O)[C@@H]2[C@@H]3C(=O)N(c4ccc(F)cc4F)C(=O)[C@@H]3CC[C@H]12,0.5,0.8,nt,-0.1
O=C(NCc1cccnc1)c1ccc(N2CCC(NC3C4CC5CC(C4)CC3C5)CC2)cc1 (stereo unspecified),-1.0,-15.2,-17.9,0.0
CC(=O)c1cccc(-c2cc(C(=O)NCCc3ccc(O)cc3)ccn2)c1,0.4,14.4,2.9,0.2
Cc1ccccc1CN1CCN2C(=O)[C@H](C(C)C)NC(=O)[C@H]2C1,-1.2,19.1,1.8,0.5
CC(NC(=O)COC(=O)c1cccnc1)c1ccccc1 (stereo unspecified),0.0,3.2,1.4,0.0
Cc1cccc(-c2nc(CSCC(=O)NCc3ccccc3)c(C)o2)c1,2.5,2.9,3.7,0.1
CC(=O)N1CCc2cc(Br)cc(S(=O)(=O)Nc3ccc(F)c(F)c3)c21,1.6,-0.8,11.7,-0.1
CSCCC(=O)N1CCC(C2(CCc3ccccc3)NC(=O)NC2=O)CC1 (stereo unspecified),1.2,13.7,0.0,0.1
Cc1ccc(/C=C2\SC(=S)N(Cc3ccco3)C2=O)o1,0.7,10.0,7.2,-0.1
CCC(C)NC(=O)c1cc2c(=O)oc3ccccc3c2s1 (stereo unspecified),3.5,-7.5,-7.6,-0.1
O=C1C(=O)N(CCN2C(=O)C(=O)c3ccccc32)c2ccccc21,-0.7,11.2,6.3,0.3
Fc1cccc(C2Oc3ccc(Cl)cc3C3=C2C(c2cccnc2)n2nnnc2N3)c1 (stereo unspecified),0.8,13.6,9.2,0.8
Nc1nc2ccccc2cc1C(=O)Nc1ccccc1,-0.6,13.6,-10.8,0.7
CC(=O)c1cccc(NC(=O)NNC(=O)c2ccccc2Br)c1,-2.3,16.4,24.0,0.6
COc1ccc(Nc2nccn3c(-c4cccc(C(N)=O)c4)cnc23)cc1,-3.4,-7.3,-50.9,0.5
O=S(=O)(c1cccnc1)N1CCC(Cn2cnc3ccccc32)CC1,-0.9,16.1,-0.8,0.2
O=C(O)CC1(CC(=O)NC2CC2)CCCC1,-0.1,1.4,2.2,0.0
CCOC(=O)COc1ccc2c(C(F)(F)F)cc(=O)oc2c1C,-0.5,11.0,-2.2,0.2
CCN(CC)c1nc(NCCN2CCOCC2)nc(N2CCC(N3CCOCC3)CC2)n1,0.1,21.4,4.1,0.3
O=S(=O)(NCC(c1ccco1)N1CCc2ccccc21)c1ccc2c(c1)OCCO2 (stereo unspecified),-0.9,5.1,5.3,-0.1
C=CCNC(=O)CN1CCN(c2cc(C)ccc2C)CC1,1.1,-12.7,-2.3,-0.3
CCOCCOC(=O)c1ccc(NC(=O)c2cccs2)cc1,-3.2,8.5,-8.2,-0.4
COc1cc(N=C(C)N(C)CCNS(=O)(=O)c2ccc([N+](=O)[O-])cc2)cc(OC)c1,0.7,-5.5,1.4,-0.2
COc1ccc(CN2CCCN(Cc3ccc(OC)cc3)C2c2ccc(OC)c(OC)c2OC)cc1,0.0,0.9,3.4,0.0
O=C1C2CC=C(Cl)CC2C(=O)N1CCBr (stereo unspecified),-0.6,12.0,5.5,0.1
Cc1ccnc(SCc2cc(=O)c(OC(=O)c3ccc(C(C)(C)C)cc3)co2)n1,0.0,15.7,8.3,0.3
Cc1cc(OCC(=O)Nc2cccc(C(F)(F)F)c2)ccc1C(C)C,0.9,1.0,-2.1,-0.1
CCOCCn1c(=O)c2c(nc3n(-c4ccc(OC)cc4OC)c(C)c(C)n23)n(C)c1=O,0.1,1.8,6.2,0.2
O=C(NC(C(=O)Nc1cccc(Cl)c1)c1ccc(Cl)cc1)c1ccccc1 (stereo unspecified),-0.8,5.8,-10.3,-0.1
Cc1nc2ccc(C(=O)NCCC3=CCCCC3)cc2nc1C,-2.3,-1.2,-61.6,0.2
CC(=O)c1cccc(NC(=O)Nc2c(C)nn(C)c2C)c1,1.0,18.1,1.9,0.1
O=c1oc2ccc([N+](=O)[O-])cc2cc1-c1nc(-c2ccc(Cl)cc2)cs1,0.4,11.9,0.7,0.1
c1cncc(CNc2nc(Nc3ccc(N4CCOCC4)cc3)c3ncn(-c4ccsc4)c3n2)c1,0.4,9.0,20.4,-0.1
CCCOC(=O)CSC1=C(C#N)C(c2ccc(O)cc2)CC(=O)N1 (stereo unspecified),0.0,4.9,-1.3,0.1
c1coc(Cn2nnnc2CN2CCN(C3CCCC3)CC2)c1,0.9,-1.4,-2.1,0.1
COc1cccc(NC(=O)Cc2c(C(=O)O)[nH]c3ccccc23)c1,0.6,-1.4,13.1,0.0
COc1cc(-c2cnc(NCc3ccco3)c3nccn23)cc(OC)c1OC,0.6,5.8,6.0,0.4
Cc1cc(Cl)ccc1OC(C)C(=O)Nc1ccccc1C(F)(F)F (stereo unspecified),1.6,-5.0,0.3,0.0
CCOC(=O)C1=C(c2ccccc2)N=c2s/c(=C\c3ccc(O)c(OC)c3)c(=O)n2C1c1ccccc1OC (stereo unspecified),-0.7,1.6,7.4,0.4
Cc1cc(C)n2nc(C(=O)N/N=C/c3ccc([N+](=O)[O-])cc3)nc2n1,1.5,19.1,4.9,0.4
CC1=C(C#N)C(Nc2ccc(C)cn2)(C(F)(F)F)C(=O)N1 (stereo unspecified),1.3,19.2,-0.8,0.4
CCN(CC)S(=O)(=O)c1ccc(NCCCCCc2[nH]nc(N)c2C#N)c([N+](=O)[O-])c1,0.7,4.0,-10.8,-0.1
Cc1ccc(C)c(S(=O)(=O)NCC(c2ccco2)S(=O)(=O)c2cccs2)c1 (stereo unspecified),1.1,-19.0,-1.5,0.0
COc1cc(Nc2nc3ncnc(NCCN4CCOCC4)c3[nH]2)cc(OC)c1OC,0.5,2.0,5.6,-0.1
O=C(NC(c1ccccc1)c1ccccc1)NC12CC3CC(CC(C3)C1)C2,0.2,2.3,14.5,0.0
Cc1ccc(-c2nc(NC(=O)c3c(-c4ccccc4Cl)noc3C)sc2C)cc1,-0.3,-2.7,-3.7,0.0
CCOc1ccc(NC(=O)CCNS(=O)(=O)c2cc(Br)cnc2N)cc1,1.7,4.8,8.0,-0.1
Cc1ccc2c(c1)cc(CN(Cc1ccccc1)S(=O)(=O)c1ccccc1)c1nnnn12,0.3,-4.8,2.6,-0.1
O=c1[nH]c(=S)[nH]c(O)c1N=Nc1ccccc1,-4.7,6.5,-2.6,0.0
CCCCc1ccc(NC(=O)CN(C)S(=O)(=O)c2ccc(OC)c(C)c2)cc1,1.1,11.4,4.2,0.2
Cc1nc2c(-c3ccc(F)cc3)c(C)nn2c(C)c1CCC(=O)Nc1ccc2c(c1)OCO2,-0.3,15.9,10.9,-0.1
O=C(Nc1ccccn1)c1c(O)c2ccccc2[nH]c1=O,0.3,-11.0,-25.7,-0.1
CCN1CCSc2ccc(C(=O)NC(C)c3ccccc3)cc21 (stereo unspecified),-0.4,11.8,1.8,0.0
COc1ccc([N+](=O)[O-])cc1NC(=O)NC(=O)N(c1ccc(C)cc1)S(C)(=O)=O,0.1,15.1,2.6,0.1
O=C(NCCCN1CCCC1=O)c1cnc(Nc2ccccc2)s1,-2.1,-6.6,-17.5,0.1

# The results go on:
SMILES,GPR151 ag,MITF inh,TEAD-YAP block,FBW7 act
O=C(CSC1=NC2(CCCCC2)C2=C(CCCC2)N1)c1ccccc1,-1.2,-6.2,-23.2,-0.1
Cc1cc(C)c(S(=O)(=O)N2CCC(c3nc4ccccc4[nH]3)CC2)c(C)c1,0.6,0.1,10.3,-0.1
OCC1OC(Nc2ccc(O)cc2)C(O)C(O)C1O (stereo unspecified),-0.4,16.4,1.6,-0.1
CCCN1C(=O)c2cccc3c(S(=O)(=O)N(C)C)ccc1c23,1.3,-8.2,-12.0,0.2
O=C(NCc1ccccc1F)c1cc2ccccc2oc1=O,2.7,-1.9,-4.2,-0.1
CC1CCCC(NC(=O)C2N(CCCN(C)Cc3ccccc3)C(=O)C3C(C(=O)Nc4cc(Cl)cc(Cl)c4)C4C=CC32O4)C1C (stereo unspecified),0.5,2.0,3.9,0.0
Cc1ccc(CNC(=O)CC2Nc3c4ccccc4nc(=S)n3C2=O)cc1 (stereo unspecified),0.3,12.0,-0.9,0.0
CCOC(=O)N1CCC(N(CCOC)C(=S)Nc2ccc(Cl)c(C)c2)CC1,0.8,10.2,-0.6,0.2
CCOc1ccccc1NC(=O)Nc1ccc(I)cc1,3.2,0.1,-28.3,-0.1
O=C(COc1ccccc1)NCc1nnc2n1CCN(CC1CC=CCC1)CC2 (stereo unspecified),-0.8,-4.3,4.0,0.0
Cc1cc(Br)ccc1NC(=O)COc1ccc([N+](=O)[O-])cc1,0.1,-7.1,-4.9,-0.1
CC(C)(Oc1ccc(Cl)cc1)C(=O)N1CCN(Cc2ccsc2)CC1,0.8,11.7,-3.6,0.0
O=C(NC1CCCCC1)[C@H]1C=CCN1C(=O)c1ccc(F)cc1F,1.0,18.4,3.6,0.3
Cc1ccc(-n2c(/C=C/c3ccc(OCc4ccc(Cl)c(Cl)c4)cc3)nc3ccccc3c2=O)c(C)c1,0.9,-10.8,1.3,-0.1
COCCn1c(=O)c2c(nc3n2CC(C)CN3c2ccccc2C)n(C)c1=O (stereo unspecified),-0.7,11.2,-0.1,0.6
COC(=O)c1sc2ccccc2c1NC(=O)C(c1ccccc1)c1ccccc1,0.6,8.1,14.3,0.5
COC(=O)C1C(C(=O)OC)C1(c1ccccc1)c1ccccc1 (stereo unspecified),-1.1,2.1,3.2,-0.1
N#CC1=C2SC=C(c3ccc(Br)cc3)N2CCCC1=O,-0.4,-10.9,-47.1,0.8
CCCCCNC(=O)C(=O)NC1CCCCC1,1.2,11.4,-21.6,0.1
O=C(CN1CCOCC1)NCCNS(=O)(=O)c1ccccc1,-0.1,2.1,1.0,0.7
Cc1ccc(NC(=O)CN(c2ccc(Cl)cc2C)S(C)(=O)=O)c(C)c1,1.1,2.6,3.0,0.0
CC(=O)c1ccc(N2C(=O)C3C4C=CC(CO)(O4)C3C2=O)cc1 (stereo unspecified),1.0,-1.0,-5.7,0.3
CCOc1cccc(OCCCCn2ccnc2)c1,2.2,6.9,5.7,0.0
C/C(CC(=O)NC1C2CC3CC(C2)CC1C3)=N\NC(=O)c1ccccc1C (stereo unspecified),-0.3,4.4,-41.1,0.2

# The final six records of the section before open the next one.
SMILES,GPR151 ag,MITF inh,TEAD-YAP block,FBW7 act
CCCCCNC(=O)C(=O)NC1CCCCC1,1.2,11.4,-21.6,0.1
O=C(CN1CCOCC1)NCCNS(=O)(=O)c1ccccc1,-0.1,2.1,1.0,0.7
Cc1ccc(NC(=O)CN(c2ccc(Cl)cc2C)S(C)(=O)=O)c(C)c1,1.1,2.6,3.0,0.0
CC(=O)c1ccc(N2C(=O)C3C4C=CC(CO)(O4)C3C2=O)cc1 (stereo unspecified),1.0,-1.0,-5.7,0.3
CCOc1cccc(OCCCCn2ccnc2)c1,2.2,6.9,5.7,0.0
C/C(CC(=O)NC1C2CC3CC(C2)CC1C3)=N\NC(=O)c1ccccc1C (stereo unspecified),-0.3,4.4,-41.1,0.2
CCOC(=O)c1c(NC(=O)C(C)Sc2ncnc3ccccc23)sc2c1CCC2 (stereo unspecified),-1.4,-9.4,-19.3,-0.2
CCOc1ccc(/C=C2/C(=O)N(c3ccc(C(=O)O)cc3)N=C2C)cc1,-1.2,-7.7,0.3,-0.1
COc1ccc(/C=C2\C=C(c3ccccc3)N(c3ccc(O)cc3)C2=O)cc1,1.8,11.3,49.3*,-0.5
O=C(O)CCNS(=O)(=O)c1ccc2ccccc2c1,0.0,-4.1,2.4,-0.1
CNC(=O)c1n[nH]n(C)c1=O,-1.1,-11.5,0.9,0.0
CN1CCN(C(=O)c2ccc(-c3ncc(C(=O)Nc4ccc(Oc5ccccc5)cc4)s3)cc2)CC1,2.5,15.7,10.7,0.0
O=C(CCn1cccn1)N1CCCC(CO)(Cc2ccccc2)C1 (stereo unspecified),-1.5,8.7,-14.4,0.0
O=C(NCCC1=CCCCC1)C1CC(O)CN1C(=O)Nc1ccccc1 (stereo unspecified),-1.0,2.6,1.6,0.0
CC(C)Oc1ccc(/C=c2/sc3nc4ccccc4n3c2=O)cc1,-0.5,-0.1,31.2,-0.1
Cc1nn(CC(=O)N2CCCCCC2)c(=O)c2cccn12,-2.1,10.3,-1.2,0.5
O=C(NC12CCC3C(CC3C1)C2)C1CCN(C(=O)NC2CCCCC2)CC1,-0.5,-2.8,4.3,0.1
O=C(NCCc1ccccc1)c1nn2c(c1Br)NC(c1cccs1)CC2C(F)(F)F (stereo unspecified),1.0,-3.0,-4.4,-0.2
COc1cc(C(=O)NNC(=O)CCNC(C)=O)ccc1OC(C)C,0.7,3.8,-4.7,0.0
COc1ccc(-c2c(C)c3ccc(O)c(CN4CCN(C)CC4)c3oc2=O)cc1,1.1,-9.4,6.0,0.0
O=C(N/N=C/c1ccccc1F)c1ccc(F)cc1,-1.1,-9.4,-30.9,0.1

# Screening results (PubChem BioAssay)
